# Assay outcomes from PubChem BioAssay.
# GBA enhancer: increases beta-glucosidase activity in Gaucher fibroblasts; L444P Gaucher fibroblasts, 4-MU-glucoside fluorescence, 3 days; activation, % at 10 µM; 30,000 compounds, 0.44% hits; in the data active = activation above about 65%;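 also: 0% = vehicle wells and 100% = positive control wells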
# * = called active by the depositor. These rows are one share of the data; the hit share may differ from the screen's.
SMILES,GBA enhancer
C[C@@H]1C[C@H]2[C@@H]3C[C@H](F)C4=CC(=O)C=C[C@]4(C)[C@@]3(F)[C@@H](O)C[C@]2(C)[C@@]1(O)C(=O)COC(=O)C(C)(C)C,-11
CCn1cc(C(=O)O)c(=O)c2cc(F)c(N3CCNCC3)nc21,-19
CC[C@]1(O)C[C@@H]2CN(CCc3c([nH]c4ccccc34)[C@@](C(=O)OC)(c3cc4c(cc3OC)N(C)[C@H]3[C@@](O)(C(=O)OC)[C@H](OC(C)=O)[C@]5(CC)C=CCN6CC[C@]43[C@@H]65)C2)C1,-12
Cc1cccc(C)c1NC(=O)C1CCCCN1C (configuration not stated),-48
CCCCC1C(=O)N(c2ccccc2)N(c2ccccc2)C1=O,-1

# Among those listed so far, two contain a halogen.
SMILES,GBA enhancer
C[C@@H]1C[C@H]2[C@@H]3C[C@H](F)C4=CC(=O)C=C[C@]4(C)[C@@]3(F)[C@@H](O)C[C@]2(C)[C@@]1(O)C(=O)COC(=O)C(C)(C)C,-11
CCn1cc(C(=O)O)c(=O)c2cc(F)c(N3CCNCC3)nc21,-19
